Assay outcomes as filed in PubChem BioAssay.
EPAC2 ag = EPAC2 (human) agonism; Potency, µM (doses to about 154 µM), without a hit: top-dose activation, most hits filed as activators; EPAC2 activation, biochemical qHTS; response scale: 100% = 6.5 mM cAMP response; AID 720711; hit rate 0.079% among 360,000; note: potency is the fitted concentration of half-maximal effect; nearly all actives have a fitted effect of over 50% in size
Target sequence (Q8WZA2 whole entry, looked up): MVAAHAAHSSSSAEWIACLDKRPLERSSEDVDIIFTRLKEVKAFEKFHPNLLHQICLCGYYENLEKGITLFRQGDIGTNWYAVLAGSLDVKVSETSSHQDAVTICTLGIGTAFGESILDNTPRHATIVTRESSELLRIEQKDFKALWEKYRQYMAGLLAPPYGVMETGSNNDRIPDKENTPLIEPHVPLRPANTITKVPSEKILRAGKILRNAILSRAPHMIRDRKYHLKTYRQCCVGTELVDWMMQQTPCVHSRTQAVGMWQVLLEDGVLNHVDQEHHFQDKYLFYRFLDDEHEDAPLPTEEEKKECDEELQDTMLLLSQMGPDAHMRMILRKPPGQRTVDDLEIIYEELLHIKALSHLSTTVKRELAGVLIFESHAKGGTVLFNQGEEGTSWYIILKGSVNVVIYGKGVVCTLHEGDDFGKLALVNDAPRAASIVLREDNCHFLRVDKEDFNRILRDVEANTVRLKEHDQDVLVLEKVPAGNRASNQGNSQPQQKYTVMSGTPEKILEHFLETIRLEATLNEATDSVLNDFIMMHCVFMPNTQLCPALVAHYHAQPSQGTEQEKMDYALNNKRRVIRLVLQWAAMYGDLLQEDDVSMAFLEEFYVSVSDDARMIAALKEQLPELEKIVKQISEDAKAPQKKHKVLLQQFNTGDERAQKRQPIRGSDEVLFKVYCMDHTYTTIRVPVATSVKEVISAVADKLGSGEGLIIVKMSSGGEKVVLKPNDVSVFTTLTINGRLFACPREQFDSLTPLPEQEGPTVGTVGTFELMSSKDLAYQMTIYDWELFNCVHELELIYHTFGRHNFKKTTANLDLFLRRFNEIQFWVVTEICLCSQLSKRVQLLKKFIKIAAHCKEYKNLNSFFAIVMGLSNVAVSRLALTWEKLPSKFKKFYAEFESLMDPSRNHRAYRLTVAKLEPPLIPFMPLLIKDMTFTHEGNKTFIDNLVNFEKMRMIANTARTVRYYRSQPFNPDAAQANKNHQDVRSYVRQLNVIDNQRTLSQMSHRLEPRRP
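Compounds were added across a concentration range to EPAC2 (100 nM), RAP1B-BODIPY-GDP (250 nM) and GDP (50 uM). After 5 min at room temperature, fluorescence was recorded at 5-min intervals for 30 min.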
PLK1 PBD block = blocks phosphopeptide binding to human PLK1 polo-box domain. P53350. Plk1 PBD binding of FITC phosphopeptide, fluorescence polarization. Potency, µM, for inactives: max response, negative = inhibition, actives largely listed as inhibitors. hit rate 2.8% among 360,000. AID 720504; note: potency is the fitted concentration of half-maximal effect; series mostly up to about 57 µM; % is set by controls: 0 for no effect and ±100 for the full control effect; nearly all actives have a fitted effect of over 65% in size
CCT chaperon mod = changes cytosolic chaperonin activity. purified chaperonin ATPase assay, HTRF ADP detection, 30 min. activity change, % (concentration not given with the values), hits read low. hit rate 0.3% among 360,000. AID 651819; in the data active = activity change below about -30%; note: % is set by controls: 0 for no effect and ±100 for the full control effect
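TRiC at 40 or 20 nM final (batch-dependent) in 30 mM Tris pH 7.4, 100 mM KCl, 5 mM MgCl2, 1 mM DTT, with compound at single 76 uM and 10 uM ATP, 30 min at 37 deg C. ADP detected by HTRF Transcreener, 665/615 ratio.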
EPAC1 antag = EPAC1 (human) antagonism | EPAC1 GEF assay, Rap1b-BODIPY-GDP exchange fluorescence | Potency, µM (highest dose often 115 µM), without a hit: at the highest dose activity change, negative = inhibition, usual class: inhibitors | hit rate 0.14% among 360,000 | AID 720709;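 note: potency is the fitted concentration of half-maximal effect; plate controls were vehicle for no effect and positive control for full effect; nearly all actives have a fitted effect of over 50% in size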
PI5P4K alpha inh = PI5P4K alpha (human) kinase inhibition; hit rate 1.2% among 330,000; AID 652105; max response, %; PI5P4Kalpha enzyme, ADP-Glo luminescence, 60 min; hits give low values; active = max response of -50% or lower; inconclusive = between -30% and -50%; inactive = -30% or higher; note: value at the top dose of about 77 µM; % is set by controls: 0 for no effect and ±100 for the full control effect
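ADP-Glo luminescence end-point read after a 60 min room-temperature kinase reaction of PI5P4Kalpha plus substrate, initiated with ATP at 5 microM final. Buffer: 0.038 M HEPES pH 7.4, EGTA, 0.1% CHAPS, 5% DMSO.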
EPAC1 agonist = agonists of human EPAC1; O95398; EPAC1 agonist qHTS, biochemical assay; response scale: 100% = response to 6.5 mM cAMP; Potency, µM (highest dose often 154 µM), for inactives: at the highest dose activation, actives largely listed as activators; hit rate 0.073% among 360,000; note: potency is the fitted concentration of half-maximal effect; nearly all actives have a fitted effect of over 60% in size
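Read-out is the fluorescence drop as BODIPY-GDP leaves Rap1B (480 nm excitation, 540 nm emission), recorded every 5 minutes over 30 minutes. Reactions held 100 nM EPAC1, 250 nM Rap1B–BODIPY-GDP and 50 uM GDP, with 6.5 mM cAMP setting full activation.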
IL2 activator = activators of IL-2; AID 652025; hit rate 0.065% among 360,000; IL-2 activation reporter assay, cell-based qHTS; stimulated with anti-CD3/CD4/CD28 beads; in transgenic mouse T cells; activation, % (series mostly up to about 46 µM); in the data active = activation above about 50%; inconclusive = mostly about 30% to 49%; note: 0% is about no effect
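Readout is EGFP and DsRed signal by fluorescent plate cytometry after 18 h at 37 degrees C. Transgenic mouse T cells (750/well) received compound for 60 min before bead stimulation (anti-CD3, anti-CD4, anti-CD28); memory T cells served as non-tolerant control.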
WRN helicase inh = inhibitors of human WRN helicase; hit rate 0.46% among 360,000; Potency, µM (highest dose often 114 µM), for inactives: top-dose activity change, negative = inhibition, most hits filed as inhibitors; AID 651768; WRN helicase unwinding, fluorescent forked duplex, kinetic; Q14191; note: potency is the fitted concentration of half-maximal effect; % is set by controls: 0 for no effect and ±100 for the full control effect; nearly all actives have a fitted effect of over 55% in size
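Kinetic red-fluorescence monitoring (525/598 nm) tracks WRN helicase activity after 100 nM fluorophore-quencher forked duplex and 2 mM ATP are added to 20 nM enzyme pretreated 15 min at room temperature with compound.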
* hit, by the source's call; ? = inconclusive; · = no result given; [ ] = remark or other dose. Unless noted, calls come from the whole dose curve; as a rule, active = well fitted curve in the direction sought with a large enough effect; inconclusive = small, poorly fitted or top-dose-only effect, or another doubt; inactive = no such curve, though single readings can be large; an effect the other way counts as inactive or inconclusive.

SMILES	EPAC2 ag	PLK1 PBD block	CCT chaperon mod	EPAC1 antag	PI5P4K alpha inh	EPAC1 agonist	IL2 activator	WRN helicase inh
Cc1nc2ccc(NC(=S)N3CCOCC3)cc2nc1C	8%	-12%	-0.7	-5%	0	-5%	-0.3	0%
CSc1nc(Cl)cc(Nc2ccc(O)cc2)n1	6%	-7%	-0.7	-23%	2	4%	-0.5	-18%
CCNC(=S)Nc1ccc(Cc2nc3ccccc3[nH]2)cc1	4%	-4%	-0.2	-12%	1	0%	-0.4	-14%
COc1ccc(C(=O)OCC(=O)NC(=O)Nc2ccccc2F)c(OC)c1	5%	-14%	-2.6	-10%	2	0%	0.7	3%
O=c1oc(-c2ccccc2)nc2c1cnn2-c1ccccc1	11%	0%	-2.4	-1%	·	7%	-0.7	-15%
COC(=O)c1cccc(COC(=O)c2ccc(N(C)C)cc2)c1	9%	0%	-0.1	2%	7	-6%	-2.6	-4%
Cc1ccc(C2CC(c3ccc(Cl)cc3)n3nc(N)nc3N2)cc1 (centres undefined)	5%	0%	-0.1	-21%	-2	-15%	-2.4	-4%
CCCNC(=O)COc1coc(CN2CCN(c3ccccc3OC)CC2)cc1=O	7%	0%	-1.6	-30%	3	8%	0.2	-7%
Clc1ccccc1-c1nnc(-c2ccccc2Cl)o1	24%	-1%	0.2	-9%	·	?	-3.1	-18%
Cn1c(N2CCN(c3ccccn3)CC2)nc2c1c(=O)n(Cc1ccc(Cl)cc1)c(=O)n2C	-3%	-4%	-0.2	9%	7	-1%	2.1	-23%[57.1 µM]
CCCn1c(Nc2ccccc2)nc2ccccc21	7%	-9%	1.5	7%	-6	-8%	-0.1	3%
CCn1cc(C(=O)NCCCN(C)c2ccccc2)c(=O)c2cc(S(=O)(=O)N(C)C)ccc21	13%	-11%	-0.4	-9%	1	11%	-3.8	0%
O=C(O)CCCn1cc(NC(=O)COc2ccc(F)cc2)cn1	6%	-1%	-1.7	4%	-2	15%	0.2	-2%
CCOc1ccc(OCCCCN(C)C)cc1	0%	-6%	-2.6	17%	3	3%	1.5	-6%
CCOC(=O)c1ccc(NC(=O)N2CCc3ccccc3C2)cc1	21%	-16%	-8.2	6%	-1	6%	-3.1	6%
O=C1Nc2ccc(Br)cc2/C1=C/C(=O)c1ccccc1	-7%	?	-4.4	5%	-5	18%	-5.7	-16%
CS(=O)(=O)c1ccccc1C(=O)Nc1cc2c(cc1C(=O)O)OCCCO2	7%	?	-0.8	-5%	3	3%	0.7	-17%
CCOc1ccc(C2Nc3ccccc3NC3=C2C(=O)CC(C)(C)C3)cc1OC (centres undefined)	10%	0%	-0.3	-28%	7	-9%	-1.1	-5%
COc1ccc(N2C(=O)/C(=C\c3ccco3)N=C2SCC(=O)NC(C)(C)C)cc1Cl	-15%	-3%	-0.5	-4%	1	-4%	0.2	-10%
Nc1nc(-c2ccccn2)nc(N)c1Cc1c(F)cccc1Cl	4%	-2%	2.6	18%	1	3%	-0.1	1%
Cc1ccc(CN(C)C(=O)CCNS(=O)(=O)c2ccccc2)o1	8%	3%	-0.2	5%	7	1%	0.4	9%
COC(=O)c1ccc(N2CCN(C)CC2)c(NC(=O)c2cccnc2)c1	-1%	-26%	2.2	9%	-3	1%	1.3	-1%
CC(C)(C)C(=O)Cn1c(NCCO)nc2ccccc21	6%	-3%	0.5	-17%	1	5%	-0.3	-4%
C[C@H](NC(=O)c1ccco1)C(=O)Nc1nnc(SCc2ccccc2)s1	5%	1%	0.0	-1%	-4	6%	-0.1	7%
N=C(N)c1ccc(O)cc1	-2%	-3%	0.2	-29%	-3	-10%	1.2	-3%
(next part)
SMILES	EPAC2 ag	PLK1 PBD block	CCT chaperon mod	EPAC1 antag	PI5P4K alpha inh	EPAC1 agonist	IL2 activator	WRN helicase inh
COc1cccc(Oc2ccc(OC)cc2C(=O)O)c1	12%	0%	-2.7	4%	12	7%	-0.2	-2%
O=C(CSCC(=O)NC1CCCC1)Nc1ccccc1	1%	?	-0.7	-3%	1	4%	1.2	-27%
Cc1ccc(N(Cc2ccccc2)C(=O)c2ccc(F)cc2)cc1	10%	-1%	0.0	-23%	3	-3%	-3.4	-1%
COc1ccccc1N1CCN(C(=O)c2ccc(Cn3c(=O)[nH]c4ccsc4c3=O)cc2)CC1	11%	3%	-3.2	2%	2	-12%	0.2	-1%
COc1ccc(Cl)cc1C1=CC(=O)C[C@H](c2ccc(F)cc2)C1	0%	1%	1.7	-4%	4	-17%	0.1	-13%
COc1ccc(C(=O)N(C(C)C)C(C)C)c(OC)c1	0%	-11%	-0.7	-2%	2	0%	1.0	15%
COc1ccccc1C(=O)N/C(=C\c1ccc(Br)cc1)C(=O)N1CCCC1	5%	-11%	-0.5	-3%	3	6%	-2.2	-10%
O=C(C1CCCN(S(=O)(=O)c2cnc[nH]2)C1)N1CCN(c2ccc(Cl)cc2)CC1 (centres undefined)	5%	-10%	0.8	-5%	-3	0%	-1.7	-11%
CC(C)(C)c1ccc(C(=O)N2CCN(c3nc4ccccc4o3)CC2)cc1	-13%	4%	-1.0	-17%	0	-5%	3.4	-2%
O=C(O)c1cccc(-n2cccc2C=C2C(=O)c3ccccc3C2=O)c1	0%	?	2.4	-26%	-11	-9%	0.1	?
COc1cccc(OC)c1C(=O)OCCCOC(=O)c1c(OC)cccc1OC	10%	-2%	-1.2	-10%	-1	0%	-2.0	-31%
C[C@H](CO)N1C[C@H](C)[C@@H](CN(C)S(=O)(=O)c2ccccc2)Oc2c(NS(=O)(=O)c3ccc(F)cc3)cccc2C1=O	2%	3%	0.2	7%	2	-3%	-0.7	8%
COCc1cc(=O)n2[nH]c(C)nc2n1	7%	-6%	1.4	19%	0	6%	1.3	1%
Cn1c(=O)oc2cc(S(=O)(=O)Nc3ccc(O)cc3)ccc21	8%	7%	-4.9	-7%	-5	5%	-0.3	5%
O=C(NCc1ccc(F)cc1Cl)C1CCN(S(=O)(=O)N2CCC3(CC2)OCCO3)CC1	7%	-5%	1.2	-1%	·	3%	-2.4	1%
CC1=NN(c2ccccc2)C(=O)/C1=C\C=C1/N(C)c2ccccc2C1(C)C	18%	25%	-4.5	-7%	-2	4%	0.0	10%
C/C(=N\NS(=O)(=O)c1ccc(Br)cc1)c1cccs1	-6%	-8%	0.8	-12%	4	0%	-3.7	3%
Cc1ccc(NC(=O)CN2C(=O)NC(C)(C3CC3)C2=O)cc1S(=O)(=O)N1CCCCC1 (centres undefined)	4%	2%	-1.9	6%	3	4%	-1.2	1%
NNC(=O)CCS(=O)(=O)c1ccc2ccccc2c1	-2%	-4%	-1.7	3%	1	4%	-0.3	-5%
CCCOc1cccc(C2C(C(=O)c3cccs3)=C(O)C(=O)N2CCN2CCOCC2)c1 (centres undefined)	-3%	-3%	-1.3	-6%	2	-4%	2.6	-4%[57.1 µM]
CCOc1ccc(S(=O)(=O)N/N=C(\C)c2ccc(OC)cc2OC)cc1	-2%	15µM*	-2.0	-22%	-27	3%	-1.1	-9%[57.1 µM]
CC(NC(=O)CCCCCN1C(=O)c2ccccc2C1=O)c1ccc2c(c1)CCCC2 (centres undefined)	13%	-2%	-5.1	-11%	·	13%	1.1	-10%
Cc1ccc(S(=O)(=O)NC(CCc2ccccc2)CC(=O)C(C)(C)C)cc1 (centres undefined)	7%	4%	-0.7	-22%	1	-11%	-0.3	-3%
O=C(NN=Cc1ccc2c(c1)OCO2)c1ccncc1	-11%	4%	1.3	-11%	7	4%	0.8	-8%
COc1ccc2nc3ccccc3nc2c1NC(=O)c1ccc(Cl)cc1Cl	100µM*	-22%	1.2	21%	-8	?	-0.5	12%

Whole records as entered above:
Shown for CS(=O)(=O)c1ccccc1C(=O)Nc1cc2c(cc1C(=O)O)OCCCO2 : EPAC2 ag: 7%; PLK1 PBD block: ?; CCT chaperon mod: -0.8; EPAC1 antag: -5%; PI5P4K alpha inh: 3; EPAC1 agonist: 3%; IL2 activator: 0.7; WRN helicase inh: -17%
Shown for Cn1c(N2CCN(c3ccccn3)CC2)nc2c1c(=O)n(Cc1ccc(Cl)cc1)c(=O)n2C : EPAC2 ag: -3%; PLK1 PBD block: -4%; CCT chaperon mod: -0.2; EPAC1 antag: 9%; PI5P4K alpha inh: 7; EPAC1 agonist: -1%; IL2 activator: 2.1; WRN helicase inh: -23%[57.1 µM]

Next part
SMILES	EPAC2 ag	PLK1 PBD block	CCT chaperon mod	EPAC1 antag	PI5P4K alpha inh	EPAC1 agonist	IL2 activator	WRN helicase inh
NS(=O)(=O)c1ccc(NC(=O)/C=C/c2cccc(Cl)c2)cc1	5%	-7%	-1.6	-24%	-3	0%	0.9	-2%
O=C1CC(N2CCN(c3nc4ccccc4s3)CC2)C(=O)N1c1cccc(F)c1 (centres undefined)	2%	-7%	0.1	2%	·	9%	-1.1	-8%
CCC1CCCCN1Cc1ccc(CNC(=O)CCc2nnc3ccc(N4CCCCC4)nn23)o1 (centres undefined)	0%	-1%	0.9	4%	-2	2%	-3.1	5%
Nc1nc(NCC(=O)O)nc(NC2CCCCC2)c1[N+](=O)[O-]	15%	-3%	-1.1	-15%	0	10%	-1.8	4%
Cc1ccc(-c2csc3ncnc(Cl)c23)cc1	21%	-8%	-1.4	-20%	0	6%	-1.5	-7%
O=Cc1cn(CC(=O)N2CCCCCC2)c2ccccc12	17%	-7%	-1.1	2%	-5	-2%	-0.3	2%
O=C1C2CCC(C2)C1CN1CCOCC1 (centres undefined)	5%	3%	-4.2	2%	3	-2%	-0.2	9%
CC1=C(C(=O)NC2CCCc3c2cnn3-c2cc(F)cc(F)c2)OCCO1 (centres undefined)	8%	-1%	-2.2	5%	-4	10%	-0.6	-8%
O=C(NCCCN1CCCC1)c1cccc(N2CCCC2=O)c1	8%	-8%	-1.2	9%	-6	8%	0.4	0%
COc1ncnc2c1oc1nc(CC(C)C)c3c(c12)CCCC3	-1%	-4%	3.0	-18%	4	-8%	0.1	-19%
COc1ccccc1N(C)S(=O)(=O)c1ccc(C(=O)OCC(=O)NCc2cccs2)cc1	5%	-8%	-0.2	-10%	3	8%	-2.8	-2%
Cc1ccc(-n2cccc2/C=N/n2cnnc2)cc1Cl	-2%	-13%	0.8	7%	-4	6%	-0.9	5%
COc1cccc(CN(C)C(=O)c2ccc(COc3ccc(Cl)cc3)cc2)c1OC	6%	-4%	-12	-16%	10	10%	-1.0	-4%[57.1 µM]
CCc1nc2ccc(C(=O)NCCNC(C)=O)cn2c1N(CCC(C)C)CCN(C)C	12%	-16%	-5.1	?	3	7%	-0.1	7%
Cc1ccccc1CS(=O)(=O)c1cnc2ccccc2n1	-3%	-28%	-1.8	-6%	4	-6%	-0.7	-1%

The list is partial (hit frequency here may not be typical).
